Bioassay records: PubChem, several laboratories
IMP-1 inhibitor: blocks Pseudomonas aeruginosa IMP-1 metallo-beta-lactamase; purified IMP-1, nitrocefin hydrolysis, epi-absorbance fluorescence; inhibition, % at 5.6 µM; 290,000 tested, 0.45% active; AID 1556;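 active = inhibition above the mean plus 3 SD of all compounds in the same screening run, cut at about 4.5% in these data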;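 also: 0% = IMP-1 with DMSO and 100% = DMSO wells lacking enzyme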
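assay system = purified recombinant IMP-1 metallo-beta-lactamase enzyme | schedule = 15 min preincubation plus 25 min reaction at 25 °C | signal = Epi-absorbance fluorescence, 480 nm excitation, 530 nm emission | read-out basis = percent inhibition from optical density relative to buffer-blank wells | controls = IMP-1 with DMSO as 0%, enzyme-free DMSO as 100%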
HCV NS3 hel inh: blocks Hepatitis C virus NS3 helicase unwinding | NS3 helicase DNA unwinding, Cy5 molecular beacon fluorescence | inhibition, % at 10.9 µM | 290,000 tested, 0.56% active | AID 1800;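 active = inhibition above the mean of all tested compounds plus 3 SD, set per campaign, cut at about 35% in these data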;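 also: 0% = DMSO wells and 100% = thioflavine S control wells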
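Test system: hepatitis C virus NS3 helicase domain fragment enzyme. Also added: annealed dual-labelled DNA beacon duplex, ATP-started. Timing: 60 min unwinding reaction at 25 °C after ATP addition. Technique: Cy5 fluorescence. Measure: % inhibition of unwinding.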
MEKK2mut PB1 HTS: signal of MEK5 binding to mutant human MEKK2 PB1 domain | bead flow cytometry, Alexa488-MEK5 binding to MEKK2 mutant | 290,000 tested, 0.35% active | AID 1530 | percent response, % at 10 µM; in the data active = percent response above about 24%, passing the limit was not always enough; also: inactives centre near 1; some results filed as inactive read as strong as hits
NALP1 yeast inh: inhibitors of NALP1 inflammasome in yeast. 280,000 tested, 0.61% active. S. cerevisiae NALP1/ASC/caspase-1 growth, X-gal OD620, 72 h. inhibition, % at 10 µM; in the data active = inhibition mostly above about 24%, no sharp cut-off; inactive = mostly below about 32%; also: some compounds called inactive have numbers as strong as hits
FID counter: displaces DNA intercalator in HCV helicase counter-screen; DNA fluorescent intercalator displacement, fluorescence; 290,000 tested, 0.17% active; inhibition, % at 7.9 µM; AID 1845; in the data active = inhibition above about 37%;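 also: 0% = vehicle and 100% = reference compound; higher means more ethidium bromide displaced from hairpin DNA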
MEKK2wt PB1 HTS: raises or lowers MEK5 binding to wildtype human MEKK2 PB1 domain. bead flow cytometry, Alexa488-MEK5 binding to MEKK2 WT; actives lie on both sides. binding response (% of control), % at 10 µM. Q9Y2U5. AID 1531. 290,000 tested, 1.1% active; in the data active = binding response below about 67% or above about 130%; inconclusive = no clear call, values can overlap the other calls; inactive = in between
VIM-2 inhibitor: blocks Pseudomonas aeruginosa VIM-2 metallo-beta-lactamase; purified VIM-2, nitrocefin hydrolysis, epi-absorbance fluorescence; inhibition, % at 5.6 µM; 290,000 tested, 0.89% active; AID 1527;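 active = inhibition above the mean of all tested compounds plus 3 SD, cutoff set per screening run, cut at about 7.5% in these data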;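 also: red hydrolysis product quenches plate fluorescence so inhibitors raise well fluorescence; 0% = enzyme with DMSO and 100% = DMSO without enzyme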
UBC9 SUMO inh: inhibitors of human SUMOylation (UBC9); P63279; HTRF SUMOylation assay, SAE1/SAE2 + UBC9, in vitro; inhibition, % at 35 µM; 290,000 tested, 0.36% active; AID 2006; in the data active = inhibition above about 50%, passing the limit was not always enough; inconclusive = no clear call, values can overlap the other calls; also: strong numbers were not always called active
Target sequence (P63279 whole entry, looked up): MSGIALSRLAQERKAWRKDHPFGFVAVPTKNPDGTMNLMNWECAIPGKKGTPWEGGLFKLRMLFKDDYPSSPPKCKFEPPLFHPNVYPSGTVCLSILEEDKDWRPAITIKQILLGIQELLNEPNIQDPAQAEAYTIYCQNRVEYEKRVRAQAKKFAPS
PfM18AAP inh: PfM18AAP enzyme inhibition; recombinant PfM18AAP, H-Glu-NHMec fluorogenic cleavage; inhibition, % at 7.35 µM; 290,000 tested, 1.2% active; AID 1822;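 active = inhibition above the campaign mean inhibition over all tested compounds plus 3 SD, cut at about 28% in these data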;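 also: 0% = plate median of test compound wells and 100% = 2 mM ZnCl2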
An asterisk follows results filed as active; ? = inconclusive; · = not tested or not shown.

no.	canonical_smiles	IMP-1 inhibitor	HCV NS3 hel inh	MEKK2mut PB1 HTS	NALP1 yeast inh	FID counter	MEKK2wt PB1 HTS	VIM-2 inhibitor	UBC9 SUMO inh	PfM18AAP inh
1	COc1cccc(NC(=O)C2CC(=O)OC23CCOC(C)(C)C3)c1 (stereo not drawn)	-2.5	6	-13	-9	2	90	-1.0	9	-1
2	CCOC(=O)C1CCN(C(=O)c2c(C)oc3c2C(=O)c2ccccc2C3=O)CC1	2.7	15	12	10	-9	94	4.0	42	13
3	CC1CCN(CCC(=O)NN)CC1	-1.6	2	1	-21	-4	101	-3.5	11	-1
4	N#CCC(=O)Nc1ccc(C(=O)N2CCN(S(=O)(=O)c3ccc4ccccc4c3)CC2)cc1	-1.5	-5	0	8	-27	101	-1.2	-8	-1
5	CCN(CCCNC(=O)CN(C)S(=O)(=O)c1cccc2nsnc12)c1ccccc1	-3.1	-4	·	18	-13	·	-1.8	32	14
6	Cc1cccc(C(=O)Nc2nnc(Cc3c[nH]c4ccccc34)s2)c1	-0.3	0	-4	27	-11	92	2.0	-3	8
7	Cc1ccccc1CN1CCC(CNC(=O)C2CCCN(c3ncnc4c3nc3n4CCCCC3)C2)CC1 (stereo not drawn)	0.6	-19	15	-22	29	115	-0.2	8	12
8	Cc1ccc2oc(C(=O)N3CCN(C)C[C@@H]3C(C)C)c(C)c2c1	-2.7	-2	8	22	2	107	-3.2	2	2
9	COc1cc(/C=C(/C#N)c2ccc(F)cc2)ccc1Oc1ccc([N+](=O)[O-])cn1	-3.2	0	-1	19	-3	101	-3.0	3	0
10	Cc1ccc(C(=O)N2CCCC2)cc1Br	-2.7	1	4	9	-4	105	-2.5	11	-9
11	Cc1ccc2nc(CSc3nnc4ccccn34)cc(=O)n2c1	-1.4	10	-3	-9	2	84	1.8	3	4
12	O=[N+]([O-])c1cc(S(=O)(=O)N2CCCC2)ccc1NCCCN1CCOCC1	-2.3	-2	1	0	2	103	-1.7	-7	0
13	CCOC(=O)c1ccc(NC(=O)CN(c2ccc(C)cc2)S(=O)(=O)c2c(C)nn(C)c2C)cc1	-0.8	-18	-3	3	-23	100	0.8	-3	0
14	O=C(Nc1ccc(S(=O)(=O)Nc2ccc(F)cc2)cc1)c1ccc(CN2CCOCC2)cc1	-4.2	-26	1	11	1	103	-5.2	13	0
15	COc1ccc(C(=O)NCc2ccc3c(c2)cc(C)n3C)cc1	0.3	-12	8	16	-21	91	4.4	-14	13
16	NC(=O)NOCc1cccc(Cl)c1	-1.1	-11	4	9	-2	103	-1.7	9	0
17	C=C(C)COc1ccc(-c2n[nH]c(C)c2-c2ccc(Br)cc2)c(O)c1	-2.9	-13	-4	13	4	98	-1.5	2	1
18	O=C(O)CNC(=O)/C(=C\c1cccc([N+](=O)[O-])c1)NC(=O)c1ccco1	-0.3	-1	-23	·	1	77	1.4	0	2
19	Cc1cc2cc(CNC(=O)c3ccc(C)c([N+](=O)[O-])c3)ccc2[nH]1	-1.5	14	-3	18	-11	101	-1.4	-2	8
20	COc1ccc(/C=C/c2nc(-c3ccccc3O)n[nH]2)cc1OC	-4.8	-28	5	36	0	101	-3.6	1	6
21	Cc1ccc(S(=O)(=O)N(C)c2ccc(C(=O)NCCc3ccccc3)cc2)cc1	-0.6	-9	5	12	-30	102	-2.1	11	-10
22	COc1cccc(CNC(=O)CCC2CCCN(C(=O)c3cccnc3SC)C2)c1 (stereo not drawn)	-2.6	1	3	28	-30	106	-1.7	·	-2
23	CC(C)CCn1nc(C(=O)Nc2nc3c(s2)CCCC3)c2ccccc2c1=O	0.1	-8	-1	·	-4	110	-1.3	-6	-1
24	CCOc1ccc(NC(=S)NC(=O)c2c(Cl)cnn2CC)c([N+](=O)[O-])c1	0.0	-1	-3	10	1	99	0.3	0	-7
25	COc1ccc2nc(/N=C(\N)NC(=O)Nc3ccccc3)nc(C)c2c1	-3.5	-2	4	47	6	131	-0.8	5	-2
26	CCNC(=S)N/N=C/c1cccc(/C=N/NC(=S)NCC)c1	-4.6	2	3	5	-4	95	-4.0	26	-1
27	Clc1ccc(CON/C=N/c2ncnc3sccc23)cc1	-2.0	-7	7	13	-1	101	-8.7	-2	-2
28	COCCCNC(=O)CC(NS(=O)(=O)c1ccc(Cl)cc1)c1ccco1 (stereo not drawn)	-1.7	9	5	3	-6	106	-0.2	7	-4
29	Cc1ccc(Cn2c(SC(C)C(N)=O)nc3ccccc3c2=O)cc1 (stereo not drawn)	-3.0	-11	-3	0	-1	96	-3.9	6	1
30	COc1ccccc1C1c2[nH]c3ccccc3c2CCN1Cc1ccc(NC(C)=O)s1 (stereo not drawn)	-2.2	-22	-2	-3	3	92	-2.0	-7	-7

Whole records as entered above. Order of screens: IMP-1 inhibitor, HCV NS3 hel inh, MEKK2mut PB1 HTS, NALP1 yeast inh, FID counter, MEKK2wt PB1 HTS, VIM-2 inhibitor, UBC9 SUMO inh, PfM18AAP inh
COc1cccc(CNC(=O)CCC2CCCN(C(=O)c3cccnc3SC)C2)c1 (stereo not drawn) reads -2.6, 1, 3, 28, -30, 106, -1.7, ·, -2
CCOc1ccc(NC(=S)NC(=O)c2c(Cl)cnn2CC)c([N+](=O)[O-])c1 reads 0.0, -1, -3, 10, 1, 99, 0.3, 0, -7

Continuation:
no.	canonical_smiles	IMP-1 inhibitor	HCV NS3 hel inh	MEKK2mut PB1 HTS	NALP1 yeast inh	FID counter	MEKK2wt PB1 HTS	VIM-2 inhibitor	UBC9 SUMO inh	PfM18AAP inh
31	Oc1ccccc1/C=N/NC1=NCCCCC1	-2.3	-4	6	4	1	108	-4.4	36	14
32	CCOC(=O)CC(NC(=O)C1c2ccccc2Oc2ccccc21)c1ccc(C)cc1 (stereo not drawn)	-2.7	0	3	21	-10	87	-3.7	6	-6
33	Cc1nn(C)c(C)c1N1C(=O)c2cccc3c(N)ccc(c23)C1=O	35*	-3	-1	34	-12	98	31*	46	8
34	COc1ccc(CN2CCNC(=O)C2CC(=O)N2CCCN(C(C)=O)CC2)cc1OC (stereo not drawn)	-0.6	-4	-2	18	-5	94	-0.8	-6	5
35	C/C(=N/NC(=O)c1ccccc1)C1=C(O)CC(C)(C)CC1=O	-3.2	-11	-5	6	0	107	-6.9	8	2
36	Cc1ccc(C)c(NS(=O)(=O)c2ccc(OCC(=O)NCc3cccnc3)cc2)c1	-0.4	-2	6	18	-18	106	0.3	23	-18
37	CC(C)c1ccc(N(C(=O)c2csnn2)C(C(=O)NC2CCCC2)c2cccnc2)cc1 (stereo not drawn)	-0.3	-5	7	11	-34	104	-2.6	10	-1
38	Cc1ccc(-c2nnc3c4ccccc4c(C)nn23)cc1NC(=O)CN1CCOCC1	-4.2	1	0	3	2	99	-2.6	8	-4
39	CCc1cc2c(NCCN3CCCCC3)ncnc2s1	-4.5	-1	6	10	10	128	0.6	2	-7
40	CCSc1nnc(CSc2ncccn2)n1C	-3.9	7	6	-4	-1	98	-1.7	12	-3
41	Cc1cc(C)c(S(=O)(=O)N2CCCC2=O)c(C)c1N(C)S(C)(=O)=O	-0.8	-2	0	3	-6	103	-2.3	14	-4
42	Nc1nonc1-n1nncc1-c1ccccc1	-1.6	13	8	7	-1	102	-3.4	20	-15
43	CCCCN(C)S(=O)(=O)c1ccc(C(=O)Nc2nnc(C3=COCCO3)o2)cc1	-2.8	-3	4	14	-35	107	-3.1	9	6
44	O=C(O)c1ccc(CSCc2ccccc2Cl)o1	-3.4	3	4	4	-10	104	-2.1	2	5
45	Clc1ccc(Cl)c(-c2nn3c(Cn4cnc5ccccc54)nnc3s2)c1	-2.7	-1	8	·	-8	108	1.1	·	-8
46	COc1ccc(Nc2nc(C(=O)N3CCc4cc(OC)c(OC)cc4C3)cs2)cc1	-4.2	5	4	·	-26	105	-1.7	11	6
47	C=CCN1C(=O)C2C3CC(=O)C(c4ccccc43)C2C1=O (stereo not drawn)	-1.2	-2	-5	21	-5	96	1.0	-15	-8
48	COc1cccc(-n2c(SCC(N)=O)nnc2-c2ccncc2)c1	-2.3	-1	-6	29	2	93	-4.0	4	-1
49	COc1cccc(C(=O)NC(c2ccccc2)C2CCCC2)c1 (stereo not drawn)	-3.1	3	-2	10	-19	95	-1.9	13	2
50	CSc1ccccc1C(=O)Nc1c(C)cccc1C	-2.3	16	6	3	0	103	-2.2	11	-10
51	Oc1ccccc1C1NN=C(c2ccccc2)S1 (stereo not drawn)	-1.7	-4	3	8	-3	97	-2.4	23	20
52	O=C(OCC(=O)N1CCN(c2ccccc2)CC1)c1cnc(Cl)c(Cl)c1	-0.9	-4	-10	11	-5	81	-0.6	-8	0
53	CC1CCc2cc(F)ccc2N1C(=O)c1cccs1 (stereo not drawn)	0.1	2	-1	18	-13	102	0.2	16	0
54	Cc1cc(C)nc(CCNC(=O)c2cc(COc3ccc(F)cc3Cl)on2)n1	-2.9	4	-7	15	-32	92	0.3	-4	-5
55	O=C(CCN1CCc2ccccc2C1)Nc1ccc(F)cc1	-2.7	7	4	2	4	109	-2.5	-24	2
56	CCC(C)(C)c1ccc(OCCN2C(=O)NC(C)(C)C2=O)cc1	2.1	0	1	0	-18	101	0.2	-4	3
57	COc1ccc(-c2noc(CCC(=O)N3CCN(Cc4ccccc4)CC3)n2)cc1	-5.0	-7	12	18	-20	103	-2.0	7	-6
58	COc1cc(NC(=O)c2ccc(C)cc2C)ccc1NC(=O)c1cc2ccccc2o1	-1.8	-14	0	-15	-9	102	-2.7	?	1
59	Cc1ccccc1CSCC(=O)NC1CCCC1	0.5	20	1	4	-6	97	-2.0	-13	2
